Screening data from PubChem BioAssay.
ATXN2 expr inh = inhibitors of ATXN2 expression; HEK-293 ATXN2-luciferase reporter, luminescence, 24 h; Potency, µM (top dose mostly 57 µM), without a hit: at the top dose activity change, negative = inhibition, actives largely listed as inhibitors; actives 0.72% (n = 360,000); AID 1745845; further: potency means the concentration at half of the fitted maximal effect; on the % scale 0 is the no-effect control and ±100 the full control effect; nearly all actives have a fitted effect of over 55% in size
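qHTS (up to 57 uM final) was run with 24 h compound exposure of reporter cells at 37 °C. Each well was multiplexed: SteadyGlo luminescence measured ATXN2-luciferase expression after a fluorogenic Gly-Phe-AFC viability readout (25 uM final).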
A549 tox = counter-screen for Nrf2 inhibitors: cytotoxicity in A549 cells; A549 ARE-Fluc cells, CellTiter-Fluor viability, 18-24 h; Potency, µM (top dose mostly 46 µM), inactives show at the highest dose activity change, negative = cytotoxicity, most hits filed as inhibitors; actives 0.16% (n = 390,000); AID 504648; further: potency means the concentration at half of the fitted maximal effect; on the % scale 0 is the no-effect control and ±100 the full control effect
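A549 ARE-Fluc cells in 5% FBS OPTI-MEM, 5000 cells/well, rested 2 h then exposed to compounds in concentration-response for 18-24 h at 37 °C. Viability by CellTiter-Fluor fluorescence (Ex 405/Em 525) after 30 min; luciferase luminescence (BugLite, 15 min, RT) read afterwards.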
Nrf2 block = blocks Nrf2 signaling. A549 ARE-Fluc reporter, luciferase luminescence, 18-24 h. Potency, µM (top dose mostly 46 µM), without a hit: at the top dose activity change, negative = inhibition, hits mostly inhibitors. actives 2.1% (n = 360,000); further: potency means the concentration at half of the fitted maximal effect; on the % scale 0 is the no-effect control and ±100 the full control effect; nearly all actives have a fitted effect of over 60% in size
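Cells were seeded and rested 2 h, then exposed to compounds for 18-24 h. CellTiter-Fluor was read first as a viability measure. BugLite was added 15 min before the final luminescent read of ARE-luciferase activity in A549 cells.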
Nrf2 ARE act = activates Nrf2 signaling. AREc32 ARE-luciferase reporter (MCF7-derived line), luminescence, 24 h. Potency, µM (series often up to 46.1 µM), without a hit: at the top dose activation, most hits filed as activators. actives 0.31% (n = 410,000); further: potency means the concentration at half of the fitted maximal effect; % of control where 0% means no effect; nearly all actives have a fitted effect of over 65% in size
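Luminescent ARE reporter assay in AREc32_Fluc cells: overnight plating at 37 deg C, 24 hr compound incubation, Steady-Glo added, 30 min RT before reading.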
TGFb SMAD3 inh = blocks TGF-b signaling; HepG2 CAGA-GFP TGF-b/SMAD3 reporter, GFP fluorescence, 18 h; TGF-beta stimulated, 500 pg/mL final; AID 588855; actives 1.2% (n = 410,000); Potency, µM (highest dose often 46.1 µM), without a hit: at the top dose activity, negative = inhibition, usual class: inhibitors; further: potency means the concentration at half of the fitted maximal effect; on the % scale 0 is the no-effect control and ±100 the full control effect; nearly all actives have a fitted effect of over 65% in size
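HEPG2 CAGA-GFP, 1000 cells/well; 2 h settle, 37 C; cpd via pin tool; TGF-b 500 pg/mL final; 18 h, 37 C; GFP imaging ex488/em500-530; %Activity normalised to -TGF-b and +DMSO controls; CRC fit, curve class.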
IL-2 act = activators of IL-2; actives 0.065% (n = 360,000); activation, % (series mostly up to about 46 µM); IL-2 activation reporter assay, cell-based qHTS; stimulated with anti-CD3/CD4/CD28 beads; in transgenic mouse T cells; in the data active means activation above about 50%; inconclusive means mostly about 30% to 49%; further: 0% is about no effect
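Readout is EGFP and DsRed signal by fluorescent plate cytometry after 18 h at 37 degrees C. Transgenic mouse T cells (750/well) received compound for 60 min before bead stimulation (anti-CD3, anti-CD4, anti-CD28); memory T cells served as non-tolerant control.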
ATXN viability = reduces viability in counter-screen for ATXN expression inhibitors. actives 0.49% (n = 400,000). S2 cells (HEK-293 line with an ATXN2-luciferase reporter) viability, CellTiter-Fluor protease fluorescence, 24 h. Potency, µM (highest dose often 56.7 µM), hits mostly cytotoxic; further: potency means the concentration at half of the fitted maximal effect; nearly all actives have a fitted effect of over 40% in size
EPAC2 agonist = agonists of human EPAC2 (RAPGEF4); AID 720711; EPAC2 activation, biochemical qHTS; response scale: 100% = 6.5 mM cAMP response; actives 0.079% (n = 360,000); Potency, µM (doses to about 154 µM), for inactives: at the highest dose activation, usual class: activators; Q8WZA2; further: potency means the concentration at half of the fitted maximal effect; nearly all actives have a fitted effect of over 50% in size
Target sequence (Q8WZA2 whole entry, looked up): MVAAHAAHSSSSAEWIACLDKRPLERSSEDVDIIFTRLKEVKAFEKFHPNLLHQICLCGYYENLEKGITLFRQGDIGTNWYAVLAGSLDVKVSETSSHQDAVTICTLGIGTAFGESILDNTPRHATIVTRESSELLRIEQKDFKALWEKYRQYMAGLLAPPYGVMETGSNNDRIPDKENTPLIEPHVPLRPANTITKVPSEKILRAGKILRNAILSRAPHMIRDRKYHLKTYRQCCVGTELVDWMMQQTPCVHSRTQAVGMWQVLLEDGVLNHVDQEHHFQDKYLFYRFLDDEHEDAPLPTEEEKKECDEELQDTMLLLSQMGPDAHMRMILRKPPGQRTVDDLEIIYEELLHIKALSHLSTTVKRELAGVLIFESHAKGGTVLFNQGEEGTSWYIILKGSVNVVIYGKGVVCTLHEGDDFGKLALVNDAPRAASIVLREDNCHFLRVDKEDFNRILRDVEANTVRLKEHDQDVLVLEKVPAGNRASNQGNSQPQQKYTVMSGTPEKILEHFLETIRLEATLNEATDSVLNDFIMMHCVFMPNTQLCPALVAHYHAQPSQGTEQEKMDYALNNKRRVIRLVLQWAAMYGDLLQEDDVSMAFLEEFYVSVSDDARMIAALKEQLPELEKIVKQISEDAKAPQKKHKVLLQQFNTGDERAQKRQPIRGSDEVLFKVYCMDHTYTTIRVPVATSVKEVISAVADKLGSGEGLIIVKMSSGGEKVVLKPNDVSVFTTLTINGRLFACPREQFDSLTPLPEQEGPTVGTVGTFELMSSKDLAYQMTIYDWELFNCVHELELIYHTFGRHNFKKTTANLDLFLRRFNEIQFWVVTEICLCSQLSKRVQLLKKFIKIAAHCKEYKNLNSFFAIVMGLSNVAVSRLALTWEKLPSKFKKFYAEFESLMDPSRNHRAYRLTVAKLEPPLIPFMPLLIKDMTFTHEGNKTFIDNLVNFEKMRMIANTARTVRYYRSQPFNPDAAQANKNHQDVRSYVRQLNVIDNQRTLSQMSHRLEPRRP
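Guanine nucleotide exchange by EPAC2 is measured as reduced fluorescence of BODIPY-GDP once it is released from 250 nM Rap1B. Plates are read kinetically for 30 min at room temperature; results are scaled to 6.5 mM cAMP.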
HepG2 viability = HepG2 cytotoxicity, counter-screen for TGF-b inhibitors; Potency, µM (top dose mostly 46.1 µM), for inactives: top-dose activity change, negative = cytotoxicity, most hits filed as cytotoxic; actives 0.76% (n = 410,000); AID 588856; HepG2 CAGA-GFP viability, ATP luminescence, 18 h; further: potency means the concentration at half of the fitted maximal effect; some results filed as inactive show a strong effect at the top dose
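CellTiter-Glo luminescence gave cytotoxicity after 18 hours at 37 degrees C. The cells were HepG2 CAGA-GFP in 1% FBS DMEM, stimulated with 500 pg/mL TGF-beta after compound addition. %Activity was normalised to no-cell wells (complete cell-killing) and DMSO (no toxicity), and curves were fitted and classified.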
Numbers without * were called inactive; i = inactive; ? = inconclusive; / = not tested or not shown; & = joins results of further samples; [ ] = dose if it differs, or a comment. Unless noted, the call rests on the fitted dose curve; in most records, active means well fitted curve in the direction sought with a large enough effect; inconclusive means small, poorly fitted or top-dose-only effect, or another doubt; inactive means no such curve, though single readings can be large; an effect the other way counts as inactive or inconclusive.

[1] C=CCOn1c(=O)c(-c2ccc(OC)cc2)[n+]([O-])c2ccccc21
[2] CCOC(=O)[C@]12CCCC=C1N(Cc1ccc3c(c1)OCO3)C(=O)[C@H](CC(=O)NCCCCc1ccccc1)C2
[3] O=C(C1COc2ccccc2O1)N(Cc1cccnc1)c1nc2c(F)cccc2s1 (stereo not given)
[4] CCN(Cc1ccncc1)C(=O)c1cc(COc2ccc(F)cc2Cl)on1
[5] Cc1ccc([N+](=O)[O-])c(OCCn2cnc3ccccc32)c1
[6] COc1ccc(Cl)cc1NC(=O)CN1C(=O)NC(Cc2c[nH]c3ccccc23)C1=O (stereo not given)
[7] Cc1ccc(C(=O)NCCN2CCOCC2)cc1C
[8] Cc1ccc2c(c1)N(C(=O)N1CCC(C(=O)NCCc3ccc(Cl)cc3)CC1)CC(C)O2 (stereo not given)

compound no.	1	2	3	4	5	6	7	8
ATXN2 expr inh	1%	?	/	5%	-30%	2%	16%	/
A549 tox	-6%	/	-2%	-2%	4%	?	8%	1%
Nrf2 block	19%	/	/	-22%	-3%	-10%	5%	-2%
Nrf2 ARE act	4.1%	2.8%	4.7%	0.7%	3.1%	-0.6%	-0.5%[9.22 µM]	-1.3%
TGFb SMAD3 inh	2%	/	?	?	1%	?	15%	-19%
IL-2 act	-0.6	-1.1	/	-5.4	-3.3	-1.7	-2.1	/
ATXN viability	?	?	/	i	i	i	i	/
EPAC2 agonist	4%	13%	/	-4%	13%	11%	3%	/
HepG2 viability	8%	/	-20%	-25%	-5%	-1%	2%	-16%

[9] COc1ccc(NC(=O)CN2CCN(c3ccccc3Cl)CC2)cc1
[10] COc1ccccc1NC(=O)CSc1nnc(-c2ccncc2)o1
[11] CC(C)CCNc1nc(-c2ccco2)c2c(c1C#N)CCCC2
[12] COc1ccc(C(=O)N/N=C\C(C)=C\c2ccccc2)cc1OC
[13] COc1ccc(CCNC(=O)c2cccc(S(=O)(=O)N3CCCCC3)c2)cc1
[14] C[C@H]1CNC(=O)c2c(C(=O)NC3CCN(C(=O)OC(C)(C)C)CC3)ncn21
[15] O=c1c(=O)n2c(nn1Cc1ccc(F)cc1)sc1ccccc12
[16] COc1ccc(-c2noc(C3CCCN(C(=O)Nc4ccccc4F)C3)n2)cc1 (stereo not given)

compound no.	9	10	11	12	13	14	15	16
ATXN2 expr inh	-2%	25%	-22%	-19%	-11%	-7%	-14%	9%
A549 tox	-8%	-4%	6%	9%	-2%	/	7%	-17%
Nrf2 block	-4%	?	19%	2%	-28%	/	1%	?
Nrf2 ARE act	-0.5%	7.8%	6.7%	1.4%	-0.5%	0.2%	-1.4%	3.6%
TGFb SMAD3 inh	0%	-9%	12%	10%	-5%	8%	4%	-23%
IL-2 act	0.4	0.8	0.9	0.2	-1.6	0.2	0.1	0.9
ATXN viability	i	i	i	i	i	i	i	i
EPAC2 agonist	5%	-1%	2%	10%	-1%	10%	11%	12%
HepG2 viability	6%	-16%	-7%	2%	4%	-7%	4%	-3%

[17] Cc1cc(N2C(=O)NC(=O)CC2C)c(C)cc1C(C)C (stereo not given)
[18] CNC(=O)c1ccc(NC(=O)c2ccc3c(=O)n4c(nc3c2)CCC4)cc1
[19] Cc1ccc2c(C)nc(Nc3nc(CSc4nc5ccccc5[nH]4)cc(=O)[nH]3)nc2c1
[20] CCOC(=O)C1CCCN(C(=O)c2cccs2)C1 (stereo not given)
[21] O=C(OCC(=O)N1CCOCC1)c1cccc(S(=O)(=O)Nc2ccc(F)cc2)c1
[22] CC(C)c1ccc(OCC(O)CNC(C)c2ccccc2)cc1 (stereo not given)
[23] O=C(COC(=O)/C=C/c1ccc(OC(F)F)cc1)Nc1cccc(S(=O)(=O)N2CCOCC2)c1
[24] O=C(c1ccco1)N1CCN(CC(O)COc2ccc(Br)cc2)CC1 (stereo not given)

compound no.	17	18	19	20	21	22	23	24
ATXN2 expr inh	5%	-4%	18%	-15%	/	-10%	-9%	-26%
A549 tox	-4%	-5%	13%	1%	1%	-1%	4%	-1%
Nrf2 block	3%	1%	?	-12%	-24%	0%	?	-18%
Nrf2 ARE act	0.0%	-0.2%	-0.5%	-0.4%	0.5%	-2.0%	3.2%	0.5%
TGFb SMAD3 inh	5%	1%	?	-15%	-1%	?	13%	-7%
IL-2 act	0.1	-0.2	-2.0	-0.2	0.8	-5.9	-0.4	1.0
ATXN viability	i	i	?	i	?	i	i	i
EPAC2 agonist	4%	4%	7%	5%	0%	?	9%	-2%
HepG2 viability	22%	-3%	-41%	-8%	5%	-109%	-7%	10%

[25] COc1ccc2cc3c(N)nn(C(=O)c4ccc(Cl)c([N+](=O)[O-])c4)c3nc2c1
[26] CC(C)(C)OC(=O)CN1C(=O)NC2(CCCc3ccccc32)C1=O (stereo not given)
[27] CC(=O)Nc1ccc(-c2nnc(SCc3ccc(C)cc3)n2C)cc1
[28] COc1ccc2oc(=O)c(-c3ccccc3C(=O)N3CCOCC3)cc2c1
[29] COc1ccc(C(CCN2CCOCC2)c2c(OC)cc(OC)c3c(-c4ccccc4)cc(=O)oc23)cc1 (stereo not given)
[30] CCOC(=O)c1ccc(N2C(=O)c3n[nH]c(-c4cccs4)c3C2c2ccc(O)c(OC)c2)cc1 (stereo not given)
[31] Cc1ccc(S(=O)(=O)N/N=C\c2ccccc2OCc2ccccc2)cc1
[32] Cc1cc(C)c(-c2csc(NC(=O)c3n[nH]c(=O)c4ccccc34)n2)c(C)c1

compound no.	25	26	27	28	29	30	31	32
ATXN2 expr inh	19%	-1%	-3%	-13%	-13%	?	-4%	24%
A549 tox	-5%	3%	10%	-1%	-5%	-15%	-22%	-14%
Nrf2 block	-1%	?	-15%	6%	-23%	?	?	?
Nrf2 ARE act	-0.3%	2.7%	0.1%	-0.4%	3.0%	-4.1%	0.2%	-0.3%
TGFb SMAD3 inh	3%	0%	?	18%	?	?	?	0%
IL-2 act	-2.5	-0.6	2.5	2.1	-1.0	/	-1.9	0.6
ATXN viability	?	i	i	i	i	?	i	i
EPAC2 agonist	3%	0%	4%	-1%	8%	/	?	-2%
HepG2 viability	11%	-17%	-22%	0%	-36%	-51%	-35%	-17%

[33] CN(C(=O)COC(=O)COc1ccc(Cl)cc1)C1CCCCC1
[34] Cc1ccc(C23CC4CC(CC(CN)(C4)C2)C3)cc1
[35] Cc1ccc(NC(=O)COC(=O)C2(CC(=O)NC(C)C)CCCC2)cc1C
[36] COc1ccc(/C=N/n2c(C3CCCCC3)n[nH]c2=S)c(OC)c1
[37] O=C(/C(=C/c1ccc(Cl)cc1)c1nc2ccccc2[nH]1)c1cccs1
[38] Cc1cccc(N2CCN(C(=O)CCNC(=O)Cn3ccc4ccccc4c3=O)CC2)c1C
[39] CCOc1ccc(CNC(=O)c2ccc3c(Cl)c4c(nc3c2)CCCC4)cc1
[40] COC(=O)Nc1ccc(S(=O)(=O)NC2CCS(=O)(=O)C2)cc1 (stereo not given)

compound no.	33	34	35	36	37	38	39	40
ATXN2 expr inh	-13%	-9%[11.3 µM]	-7%	/	?	-20%	-6%	-4%
A549 tox	-5%	16%	-13%	0%	-6%	-2%	-1%	1%
Nrf2 block	12%	1%	6%	-20%	?	-26%	-10%	-5%
Nrf2 ARE act	-0.2%	-0.3%	0.3%	3.7%	-5.6%	0.3%	0.4%	0.1%
TGFb SMAD3 inh	26%	?	-3%	4%	5µM*	-5%	-11%	-19%
IL-2 act	1.2	-3.4	-0.7	0.5	-5.1	-1.7	/	5.5
ATXN viability	i	?	?	i	3.5µM*	i	i	i
EPAC2 agonist	0%[15.6 µM]	5%	3%	7%	12%	-4%	/	3%
HepG2 viability	-26%	-87%	-18%	-9%	-106%	-5%	1%	5%

Molecules listed so far with a nitro group on carbon:
[5] Cc1ccc([N+](=O)[O-])c(OCCn2cnc3ccccc32)c1
[25] COc1ccc2cc3c(N)nn(C(=O)c4ccc(Cl)c([N+](=O)[O-])c4)c3nc2c1

compound no.	5	25
ATXN2 expr inh	-30%	19%
A549 tox	4%	-5%
Nrf2 block	-3%	-1%
Nrf2 ARE act	3.1%	-0.3%
TGFb SMAD3 inh	1%	3%
IL-2 act	-3.3	-2.5
ATXN viability	i	?
EPAC2 agonist	13%	3%
HepG2 viability	-5%	11%

(continued)
[41] COCCn1c(C)cc(/C=C2/NC(=O)N(Cc3ccc(C)cc3)C2=O)c1C
[42] Cc1noc(C)c1COc1ccccc1C(=O)NNC(=O)c1ccccc1F
[43] O=C(CSC1=NC2(CCCCC2)N=C1c1ccccc1)Nc1ccc2c(c1)OCCO2
[44] CCN(CC)C(=O)CC(c1ccc(N(C)C)cc1)c1c(OC)cc(OC)c2ccc(=O)oc12 (stereo not given)
[45] O=C(CNS(=O)(=O)c1ccc(Br)s1)NCc1ccccc1
[46] C(=NN1CCCCCC1)c1cccc2ccccc12
[47] CCCCNS(=O)(=O)c1ccc(NC(=O)c2cccs2)cc1
[48] Cc1ccc(C)c(NC(=O)COC(=O)CSc2ccccc2)c1

compound no.	41	42	43	44	45	46	47	48
ATXN2 expr inh	6%	-1%	1%	-13%	-6%	10%	-6%	/
A549 tox	-11%	2%	-16%	-15%&-12%	6%	9%	8%	7%
Nrf2 block	3%	-1%	?	8%&3%	3%	?	29%	6%
Nrf2 ARE act	2.1%	10µM*	24%	1.0%	0.1%	3.3%	4.5%	2.1%
TGFb SMAD3 inh	?	-25%	1%	2%&1%	-7%	6%	-13%	-11%
IL-2 act	1.5	-1.5	-2.6	-0.4	1.7	0.0	-1.2	0.1
ATXN viability	i	i	i	?	i	i	i	i
EPAC2 agonist	0%	0%	18%	10%	12%	2%	4%	6%
HepG2 viability	5%	2%	-38%	3%&-6%	-3%	-20%	-14%	1%
